Bioassay records as filed in PubChem BioAssay.
CF NFkB inh: blocks PAF-induced NF-kB reporter in cystic fibrosis cells. KKLEB NF-kB-GFP reporter, GFP fluorescence overnight. inhibition, % at 5 µM. 0.86% of 360,000 active;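 active means at least 50% inhibition at 5 µM, scaled per plate between neutral and stimulator controls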;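 further: PAF is a Pseudomonas aeruginosa culture filtrate used as stimulus; plate controls were PAF-stimulated DMSO wells for no effect and unstimulated DMSO wells for full effect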
TRPM1 prom inh: inhibitors of MITF-driven TRPM1 promoter in melanoma cells | SK-MEL-5 TRPM1 promoter luciferase, 24 h | inhibition, % at 12.5 µM | 0.83% of 330,000 active | AID 488899;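 active means mean inhibition across replicates of 60% or more, whatever share of single replicates reaches that level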; further: values of inactives mirror those of a sister screen read the other way
NR2E3 ag-1: activates human NR2E3 receptor. 0.35% of 360,000 active. AID 602229. CHO-S Gal4-NCOR/VP16-NR2E3 two-hybrid, luciferase. inhibition of corepressor binding, % at 3.98 µM. Q9Y5X4;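 active means inhibition above the mean of all tested compounds plus 3 SD, cut at about 70% in these data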;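 further: 0% = DMSO with NR2E3 transfected cells and 100% = cells lacking NR2E3 construct; higher means lower luciferase signal from less NR2E3 corepressor binding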
Target sequence (Q9Y5X4 whole entry, looked up, the tested form may be a part): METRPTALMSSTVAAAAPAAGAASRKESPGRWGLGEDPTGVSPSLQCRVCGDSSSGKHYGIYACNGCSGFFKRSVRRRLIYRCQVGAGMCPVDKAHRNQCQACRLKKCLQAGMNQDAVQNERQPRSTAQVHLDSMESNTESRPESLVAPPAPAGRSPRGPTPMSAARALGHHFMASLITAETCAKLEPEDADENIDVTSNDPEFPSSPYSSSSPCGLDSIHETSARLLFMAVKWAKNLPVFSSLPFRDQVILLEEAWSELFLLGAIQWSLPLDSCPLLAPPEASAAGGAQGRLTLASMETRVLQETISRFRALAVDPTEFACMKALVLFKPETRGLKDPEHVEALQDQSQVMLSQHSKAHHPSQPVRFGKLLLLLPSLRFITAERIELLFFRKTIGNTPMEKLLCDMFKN
Vif inh: HIV Vif inhibition. inhibition, % at 7.49 µM. AID 602346. 0.35% of 340,000 active. HEK293T cells, Vif self-association by quenched fluorescence, imaging, 24 h; in the data active means inhibition above about 50%, passing the limit was not always enough; further: some results filed as inactive read as strong as hits
Shn3 3UTR inh: inhibitors of Schnurri-3 3'UTR reporter in osteoblasts | Clone20 osteoblast Shn3 3'UTR firefly luciferase, 24 h | inhibition, % at 12.5 µM | 0.52% of 360,000 active | AID 588674;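 active means mean inhibition of at least 75% with every replicate also reaching 75%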;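 further: 0% = median of neutral control wells and 100% = pilot-screen positive control compound; some compounds past the cut are filed as inactive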
Peg3 prom inh: inhibitors of Peg3 promoter; HeLa PEG-Prom luciferase reporter, luminescence, overnight; inhibition, % at 20 µM; 1.7% of 360,000 active; AID 588405;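 active means inhibition of at least 50% at 20 µM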
PDI turbidity: PDI (human) enzyme inhibition; PDI insulin aggregation turbidity, A650, 90 min; 0.052% of 350,000 active; inhibition, % at 10 µM; AID 588391; P07237;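 active means mean inhibition across replicates of 30% or more, whatever share of single replicates reach that level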;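 further: absorbance from insulin aggregation driven by PDI reduction with DTT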
Target sequence (P07237 whole entry, looked up): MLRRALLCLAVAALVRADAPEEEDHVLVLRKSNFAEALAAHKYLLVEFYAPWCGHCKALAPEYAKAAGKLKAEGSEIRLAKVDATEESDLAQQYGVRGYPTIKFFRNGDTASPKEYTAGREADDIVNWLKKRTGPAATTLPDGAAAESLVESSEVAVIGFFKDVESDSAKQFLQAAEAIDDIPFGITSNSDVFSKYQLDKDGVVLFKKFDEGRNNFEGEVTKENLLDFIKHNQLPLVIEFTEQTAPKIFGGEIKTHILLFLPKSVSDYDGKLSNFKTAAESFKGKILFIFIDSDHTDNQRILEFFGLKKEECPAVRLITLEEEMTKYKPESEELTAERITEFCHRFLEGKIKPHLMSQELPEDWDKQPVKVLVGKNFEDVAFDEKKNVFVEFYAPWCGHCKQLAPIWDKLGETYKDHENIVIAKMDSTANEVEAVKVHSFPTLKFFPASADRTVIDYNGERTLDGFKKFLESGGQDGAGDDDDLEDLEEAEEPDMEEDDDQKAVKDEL
KKLEB cytotox: reduces viability of KKLEB cystic fibrosis airway cells | activity change (cytotoxicity), % at 5 µM | AID 602141 | KKLEB CF airway cells viability, ATPlite luminescence, overnight; hits give low values; cells stimulated with P. aeruginosa culture filtrate | 0.36% of 360,000 active;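 active means corrected activity change at or below -50% at 5 µM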
NR2E3 ag-2: activates human photoreceptor nuclear receptor NR2E3; 0.12% of 320,000 active; inhibition of corepressor binding, % at 4.78 µM; AID 2300; GST-NR2E3/biotin-RetCOR TR-FRET, 1536-well; Q9Y5X4;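 active means percent inhibition above the cutoff of mean plus 3 SD of all tested compounds, set per screening campaign, cut at about 20% in these data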;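 further: 0% = DMSO wells and 100% = biotin wells as full block of FRET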
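Test system: GST-NR2E3 and biotin-RetCOR proteins | Quantity: 1.35 nM GST-tagged NR2E3 final | Medium: Tris pH 7.5 | Also added: 7 nM biotin-RetCOR | Dosing: Compound at 4.8 µM, single dose | Timing: 5 h at 4 °C | Detection: Time-resolved FRET | Read-out basis: Percent inhibition | Benchmarks: Biotin wells as high control, 0.6% DMSO wells as low control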
CaV13 ICDI inh: Disruptors of the CACNA1D IQ motif to Ca2+-dependent inactivation inhibitor domain association, primary screening, Förster resonance energy transfer in intact living …; inhibition, % at 12.3 µM; AID 743397; 0.098% of 340,000 active; HEK cells, CFP/YFP FRET ICDI-IQ, plate reader, 10 min; percent FRET-ratio fall versus neutral wells;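 active means mean replicate inhibition of at least 30% and at least 1% of replicates passing that level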;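 further: 0% = median of the neutral control wells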
HIF-2a block: blocks HIF-2a reporter activity. 786-0 RCC cells HIF-2a reporter, luciferase luminescence, overnight. 0.72% of 360,000 active. inhibition, % at 18.8 µM;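 active means inhibition of the luminescence signal of 40% or more relative to plate controls, in a single-dose primary screen at 18.75 µM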
The depositor's hits bear a star; · = no result given.

SMILES,NR2E3 ag-1,NR2E3 ag-2,PDI turbidity,CaV13 ICDI inh,Peg3 prom inh,TRPM1 prom inh,HIF-2a block,CF NFkB inh,Vif inh,Shn3 3UTR inh,KKLEB cytotox
Cc1ccccc1OCC(=O)NCC(=O)OCc1ccc(Br)cc1,-16.0,0.1,-8.9,-2.6,16.8,-2.4,0.9,6.2,-2.5,-5.4,-8.1
CCOc1ccc2nc(NC(=O)c3cccc(-c4cc5ccccc5oc4=O)c3)sc2c1,-37.7,-1.6,-1.9,-7.0,89.0*,36.6,-53.2,50.4*,-1.7,11.7,-58.2*
Cc1ccc(S(=O)(=O)NC(=O)C2(C)CCN2C(=O)Cc2cccs2)nc1 (stereo not drawn),-4.6,·,1.4,-4.0,9.4,·,-4.7,-13.5,6.9,-6.6,-5.2
CC(C)(C)c1ccc(C(=O)OCc2c(-c3ccccc3)ncc3ccccc23)cc1,-19.4,·,-7.7,-6.8,-1.8,-5.5,-5.6,12.8,0.7,6.9,-0.8
CN(C)c1ccc(C(=O)/C=C/c2ccco2)cc1,-88.9,-2.4,2.0,-7.2,-245.6,-44.4,-164.6,14.9,-8.6,-131.1,-28.5
O=C(N1CCCCC1)N1CCCN(C(=O)N2CCCCC2)CC1,-23.6,0.4,7.4,-3.9,8.4,-0.9,14.7,-7.5,-3.7,-8.5,-1.2
COc1ccc(-c2cnc3c(NC(C)=O)cc(-c4cccc(C(=O)NCCN(C)C)c4)cn23)cc1OC,-1.9,·,-7.3,-5.2,-14.9,·,-3.3,33.0,·,0.9,-45.7
COc1ccc(S(=O)(=O)N(C)C[C@H]2Oc3ccc(NS(=O)(=O)c4ccccc4)cc3CC(=O)N([C@H](C)CO)C[C@@H]2C)cc1,10.3,·,-3.3,-3.7,-3.5,-5.3,7.7,-0.1,-4.5,-17.5,-4.9
CC(=O)Nc1ccc(S(=O)(=O)Nc2nccc(/C=C/c3ccc(Cl)cc3)n2)cc1,15.8,0.3,-3.3,-3.7,4.8,-10.1,7.8,9.0,10.7,12.1,7.9
COc1ccccc1-n1cc(CN2CCN(CC=C(C)C)C(CCO)C2)cn1 (stereo not drawn),-0.8,-0.6,7.8,-3.7,-0.7,1.0,13.0,5.2,-2.9,1.3,-14.4
CC(C(=O)NCCS(=O)(=O)c1ccc(Br)cc1)S(=O)(=O)c1ccc(Cl)cc1 (stereo not drawn),-31.2,-0.3,8.3,-9.5,6.8,8.9,12.8,-6.6,8.3,3.6,5.6
CC(C)(C)NC(=O)CN(C(=O)CS(=O)CC(=O)Nc1ccc(F)cc1)c1ccc(F)c(Cl)c1 (stereo not drawn),-16.7,-0.3,-3.0,-7.0,20.4,-0.9,-3.9,-0.6,-4.2,1.0,7.5
Cc1ccc(C)c(NC(=O)c2nnn(Cc3ccccc3C)c2N)c1,28.6,0.1,-7.7,-4.4,12.9,1.5,11.7,12.0,-0.1,10.1,9.8
COc1ccc(CCNC(=S)N2CCN(S(=O)(=O)c3cccc(F)c3)CC2)cc1,-10.9,2.9,7.6,-4.9,-2.8,4.0,7.5,5.7,12.2,7.8,3.1
Cc1nnc(C)c2c(C)n(-c3ccc4ncccc4c3)c(C)c12,-11.2,-1.1,-4.6,-20.1,-8.7,-2.0,11.3,8.0,-6.1,2.0,0.7
Cc1ccc(C(=O)c2cn[nH]c2-c2cc(Cl)ccc2O)cc1,-12.0,-1.8,-2.1,-7.7,16.0,8.9,-2.5,19.0,-3.8,-3.3,10.3
O=C(Nc1ccnc(-c2cccnc2)n1)c1ccc(Cl)c(Cl)c1,-8.7,7.3,-0.1,-8.4,-96.2,-20.2,-9.8,-14.6,10.0,-6.8,-2.9
COc1ccc(OC)c(NC(=O)c2csc(Cl)c2OC)c1,-27.1,0.9,-6.1,-15.9,-68.8,13.7,-115.5,-14.1,·,-3.6,-1.5
CCN(C(=O)COc1ccc(C(=O)c2ccccc2)cc1)c1ccccc1,0.3,-0.1,7.0,-3.4,2.4,7.0,-10.1,0.2,-15.2,15.5,4.8
C=CCN(CC=C)C(=O)CN1C(=O)NC(c2ccccc2)(c2ccccc2)C1=O,12.7,-1.4,-5.7,-4.6,-18.3,-14.6,13.1,3.4,3.0,11.2,10.9
CCOC(=O)C1(CCOc2ccccc2)CCN(Cc2cccc(-n3cccn3)c2)CC1,1.4,0.6,0.5,-3.3,8.9,12.4,12.9,7.1,-13.9,14.9,-0.9
Cc1cc(C)n(C(=O)c2cc3c(s2)CCCC3)n1,-28.4,-0.7,1.4,-3.1,-63.3,-34.2,-164.6,-9.2,-3.0,-37.6,1.5
COC(=O)Cc1cc(=O)[nH]c(/N=C(\N)Nc2ccccc2C)n1,3.1,1.2,-2.6,-10.3,18.9,1.5,9.1,3.0,·,8.1,4.7
Cc1ccc(SCCNC(=O)c2cccc([N+](=O)[O-])c2C)cc1,-2.0,1.1,-8.9,·,4.8,-0.9,13.8,1.5,-15.7,6.3,3.5
Cn1c(COc2ccccc2O)[n+](C)c2ccccc21,3.9,0.4,-7.2,-17.4,-3.4,9.8,7.3,-7.3,-2.5,-13.5,-10.4
Cc1cccc(NC(=O)c2ccccc2OCC(=O)N2CCOCC2)c1C,-3.0,1.3,10.9,-7.1,0.3,9.1,8.5,5.2,6.7,1.9,0.2
COc1cccc(-n2c(CN3CCN(c4ccccc4)CC3)nc3ccc([N+](=O)[O-])cc3c2=O)c1,-25.3,-1.5,-4.7,-4.4,21.1,0.7,25.2,8.2,-9.1,27.6,-7.8
CC(C)c1cc(N2CCN(C(=O)c3ccco3)CC2)n2c(nc3ccccc32)c1C#N,19.8,4.7,4.6,-6.8,29.6,7.9,10.1,17.7,-5.1,13.4,-12.3
COc1ccc(N2CCN(C(=O)CCCN3C(=O)c4cccc5cccc(c45)C3=O)CC2)cc1,12.4,3.0,-2.3,-4.0,21.7,14.7,2.9,-6.1,-10.7,-10.2,5.9
Cc1ccc(C)c(NC(=O)c2cc(C)nc3ccccc23)c1,17.1,-1.9,11.1,-4.1,11.9,6.1,2.5,0.5,7.1,12.1,-2.3

Sorted by SMILES length (highest first): some entries from above
SMILES,NR2E3 ag-1,NR2E3 ag-2,PDI turbidity,CaV13 ICDI inh,Peg3 prom inh,TRPM1 prom inh,HIF-2a block,CF NFkB inh,Vif inh,Shn3 3UTR inh,KKLEB cytotox
CC(C(=O)NCCS(=O)(=O)c1ccc(Br)cc1)S(=O)(=O)c1ccc(Cl)cc1 (stereo not drawn),-31.2,-0.3,8.3,-9.5,6.8,8.9,12.8,-6.6,8.3,3.6,5.6
CCOc1ccc2nc(NC(=O)c3cccc(-c4cc5ccccc5oc4=O)c3)sc2c1,-37.7,-1.6,-1.9,-7.0,89.0*,36.6,-53.2,50.4*,-1.7,11.7,-58.2*
CC(C)(C)c1ccc(C(=O)OCc2c(-c3ccccc3)ncc3ccccc23)cc1,-19.4,·,-7.7,-6.8,-1.8,-5.5,-5.6,12.8,0.7,6.9,-0.8

Later entries:
SMILES,NR2E3 ag-1,NR2E3 ag-2,PDI turbidity,CaV13 ICDI inh,Peg3 prom inh,TRPM1 prom inh,HIF-2a block,CF NFkB inh,Vif inh,Shn3 3UTR inh,KKLEB cytotox
Cc1ccc(C(=O)Nc2ccncc2)o1,-0.4,-0.3,-4.0,-3.5,-10.0,-5.0,-3.0,4.7,2.2,-1.8,7.5
Cc1ccc([C@H]2C[C@H](n3cc(C4CC4)nn3)[C@@H](O)CN2CC2CCCCC2)cc1,7.5,·,-2.7,-9.9,3.6,·,4.6,19.7,-11.7,59.2,-12.2
O=C(Nc1ccccc1C(F)(F)F)N1CCN(c2ccc3nncn3n2)CC1,-21.4,-4.8,4.9,-6.0,13.9,0.6,14.3,-25.3,-6.7,12.1,3.3
COc1ccccc1CNC(=O)CN1C(=O)CSc2ccc(S(=O)(=O)N3CCCC3)cc21,7.8,0.1,-1.6,-6.3,11.6,-23.1,4.7,19.5,-2.5,10.8,-14.7
CC(C)(C)C(=O)c1no[n+]([O-])c1/C(=N/O)C(C)(C)C,-14.1,-1.4,4.1,·,2.2,9.5,10.0,-1.6,16.0,1.2,0.6
COc1cccc(NC(=O)COC(=O)Cn2c(C)csc2=O)c1,-26.0,1.3,-4.7,-3.7,7.2,-7.0,-5.7,5.3,-2.8,13.6,9.0
CCCC(=O)Nc1ccc(NC(=O)c2ccccc2F)cn1,-33.3,2.7,-4.7,6.8,-107.9,-49.2,-152.1,-2.4,1.1,-9.4,-2.3
O=Cc1cc(N=Nc2cccc(C(=O)O)c2)ccc1O,-157.5,5.8,-1.2,12.8,-61.4,-5.8,13.7,-16.0,-3.7,-18.1,7.6
COC(=O)Cn1cnc(C(=O)Nc2ccc(C)c(C)c2)n1,-35.5,·,-1.0,-3.5,-2.9,9.4,-1.9,-9.8,·,-5.0,12.0
O=C(c1sc2cccc(F)c2c1Cl)N1CCN(c2ncccn2)CC1,-20.3,-2.1,-1.2,-3.3,-2.5,2.6,0.1,9.8,-18.3,10.9,2.6
O=C1CCc2cc(S(=O)(=O)Nc3cccc(Cl)c3)ccc2N1,0.5,·,1.1,-9.6,20.2,·,6.4,-38.3,·,10.7,-16.4
CC(N=Cc1c(O)c2ccccc2oc1=O)C(=O)O (stereo not drawn),-15.8,2.8,-2.6,-2.4,4.1,16.8,15.7,19.1,13.8,6.0,-13.9
COc1ccc(N2CCN(C(=O)CNC(=O)c3ccccc3Cl)CC2)cc1,-5.2,0.9,2.5,-2.7,-3.2,1.2,12.0,12.8,-10.3,-8.4,-3.4
C1CCc2c(c(N3CCOCC3)nc3sc4c(N5CCOCC5)nnnc4c23)C1,-26.0,·,8.4,-5.3,10.1,2.6,4.5,16.0,6.3,20.3,-11.5

Compounds as they come. Share with any hit: about 3.3%.
